# MITF inh = inhibitors of human MITF; O75030; AlphaScreen MITF homodimerization, bead proximity signal; inhibition, % at 2.6 µM; 650,000 compounds, 0.91% hits; AID 1259374; in the data active = inhibition above about 50%;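 also: 0% = vehicle wells with protein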
# GPR151 activ = human GPR151 activation; Q8TDV0; PathHunter beta-arrestin GPR151 cells, luminescence; activation, % at 11.2 µM; 650,000 compounds, 1% hits; in the data active = activation above about 4.9%;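 also: 0% = median of compound wells and 100% = cells with positive control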
# Target sequence (Q8TDV0 whole entry, looked up): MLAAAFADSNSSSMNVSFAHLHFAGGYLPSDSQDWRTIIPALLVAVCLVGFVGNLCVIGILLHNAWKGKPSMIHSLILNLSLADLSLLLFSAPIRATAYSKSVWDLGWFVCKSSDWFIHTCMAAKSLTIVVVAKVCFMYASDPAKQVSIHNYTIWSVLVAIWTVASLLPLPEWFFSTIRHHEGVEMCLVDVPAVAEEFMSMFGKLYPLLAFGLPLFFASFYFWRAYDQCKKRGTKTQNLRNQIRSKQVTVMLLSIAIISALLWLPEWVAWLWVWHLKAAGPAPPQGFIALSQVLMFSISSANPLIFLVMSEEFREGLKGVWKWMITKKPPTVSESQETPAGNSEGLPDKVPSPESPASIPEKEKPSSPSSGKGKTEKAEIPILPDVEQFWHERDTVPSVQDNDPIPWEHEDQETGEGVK
# FBW7 act = human FBW7 E3 ligase activation, primary screen; Q969H0; AlphaScreen FBW7–phospho-cyclin E peptide binding, activator screen; normalized activity (activation), % at 26.1 µM; 650,000 compounds, 0.13% hits; in the data active = normalized activity above about 1.9%;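 also: purified mutant Fbw7 with reduced substrate affinity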
# Target sequence (Q969H0 whole entry, looked up): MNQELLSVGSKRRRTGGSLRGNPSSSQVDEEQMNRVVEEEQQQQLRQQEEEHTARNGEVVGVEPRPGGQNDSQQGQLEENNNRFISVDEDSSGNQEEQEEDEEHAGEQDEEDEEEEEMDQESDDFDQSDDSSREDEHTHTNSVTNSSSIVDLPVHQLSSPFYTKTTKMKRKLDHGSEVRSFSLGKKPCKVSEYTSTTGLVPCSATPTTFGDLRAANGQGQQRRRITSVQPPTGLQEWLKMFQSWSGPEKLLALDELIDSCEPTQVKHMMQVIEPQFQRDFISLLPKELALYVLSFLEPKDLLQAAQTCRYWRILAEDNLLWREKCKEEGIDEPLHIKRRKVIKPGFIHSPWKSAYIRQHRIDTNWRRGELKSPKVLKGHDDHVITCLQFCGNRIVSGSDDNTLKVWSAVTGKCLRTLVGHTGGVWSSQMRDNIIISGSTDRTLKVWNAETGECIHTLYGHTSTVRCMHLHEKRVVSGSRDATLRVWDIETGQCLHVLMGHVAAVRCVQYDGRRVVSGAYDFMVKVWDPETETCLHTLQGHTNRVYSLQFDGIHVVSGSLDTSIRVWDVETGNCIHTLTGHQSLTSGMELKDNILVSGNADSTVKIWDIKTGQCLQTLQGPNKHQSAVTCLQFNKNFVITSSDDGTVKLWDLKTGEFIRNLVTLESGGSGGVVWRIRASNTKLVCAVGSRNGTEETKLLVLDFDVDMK
# TEAD-YAP block = TEAD-YAP interaction inhibition. HEK-TIYL cells, TEAD-Gal4/YAP UAS-luciferase luminescence. inhibition, % at 9.12 µM. AID 1259422. 640,000 compounds, 1.4% hits; in the data active = inhibition above about 32%;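 also: 0% = median of test compound wells and 100% = reference inhibitor wells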
# Starred values were filed as active, the others as inactive.
# Every second line gives: FBW7 act	MITF inh	TEAD-YAP block	GPR151 activ
O=C(Nc1cccc(Cl)c1)c1ccc(CNc2c(N3CCCC3)c(=O)c2=O)cc1
    -0.1	-1	-8	0.0
CCC1CN(Cc2cnc(C)[nH]2)Cc2cc(OC)ccc2O1 (stereo unspecified)
    -0.1	-5	-5	-0.4
CCC1Oc2ccc(C)cc2N(CC(=O)N(Cc2cccnc2)Cc2ccccc2F)C1=O (stereo unspecified)
    0.0	1	0	0.4
COc1ccc(NC(=O)N2CCCC(c3nc(-c4ccc(F)cc4)no3)C2)cc1 (stereo unspecified)
    -0.1	11	-27	-1.8
Cn1c(=O)oc2cc(S(=O)(=O)N3CCCCC3)ccc21
    0.1	-15	-19	-1.1
CCCCOC(=O)C1=C(C)NC2=C(C(=O)CC(C)(C)C2)C1c1cccc(F)c1 (stereo unspecified)
    0.0	-2	9	-0.1
NC(=O)c1ccccc1NC(=O)CNCc1ccco1
    0.0	-16	-1	-0.7
CC(C)c1nnc(C2CCN(C(=O)NCc3ccccc3)CC2)o1
    1.3	-2	5	-1.1
CN1C(=O)NC(c2ccccc2)C2=C1CN(Cc1ccco1)C2=O (stereo unspecified)
    0.0	5	0	0.7
C=CCNC(=O)CN1CCC(O)(c2ccc(OC)cc2)CC1
    0.3	13	8	-0.2

# Continued:
# Every second line gives: FBW7 act	MITF inh	TEAD-YAP block	GPR151 activ
CCOC(=O)C1C(=O)CC(C)(O)C(C(=O)OCC)C1c1ccc(NC(C)=O)cc1 (stereo unspecified)
    0.5	12	-4	-0.1
COc1cc(C(=O)Nc2c3c(nn2C(C)(C)C)CS(=O)C3)cc(OC)c1OC (stereo unspecified)
    -0.1	8	3	1.3
CCN(CC)C(=O)/C(=C\c1ccc(Br)cc1)NC(=O)c1ccccc1
    0.0	5	3	1.9
CC(=O)Oc1cccc(/C=C2N=C(/C=C/c3cccc(Cl)c3Cl)OC\2=O)c1
    0.1	-7	1	-1.2
O=C(NNC(=S)NCc1ccco1)c1ccccc1NS(=O)(=O)c1cccs1
    0.1	0	4	1.3
O=C(Cn1nnc(-c2ccc(NC(=O)c3cccs3)cc2)n1)NC1CCCC1
    0.1	9	-6	1.0
Cc1ccc(F)cc1NC(=O)CNC(=O)Cn1cnc2sc(C)c(C)c2c1=O
    0.6	10	-4	4.3
COc1ccc2cc(-c3nc4ccccc4[nH]3)c(=Nc3cccc(C(F)(F)F)c3)oc2c1
    0.1	-9	72*	-2.9
COc1ccc(-c2noc(CCC(=O)N(C)Cc3ccccc3)n2)cc1
    0.0	1	-5	-0.3
COc1ccc([N+](=O)[O-])cc1N(CC(=O)NC1CCCC1)S(C)(=O)=O
    -0.1	2	3	0.7

# Whole records, looked up by structure. Values in the order: FBW7 act, MITF inh, TEAD-YAP block, GPR151 activ
# COc1ccc(-c2noc(CCC(=O)N(C)Cc3ccccc3)n2)cc1 reads 0.0, 1, -5, -0.3
# CCOC(=O)C1C(=O)CC(C)(O)C(C(=O)OCC)C1c1ccc(NC(C)=O)cc1 (stereo unspecified) reads 0.5, 12, -4, -0.1
# COc1ccc([N+](=O)[O-])cc1N(CC(=O)NC1CCCC1)S(C)(=O)=O reads -0.1, 2, 3, 0.7
# O=C(Cn1nnc(-c2ccc(NC(=O)c3cccs3)cc2)n1)NC1CCCC1 reads 0.1, 9, -6, 1.0

# The list continues.
# Every second line gives: FBW7 act	MITF inh	TEAD-YAP block	GPR151 activ
Cc1cc(=O)[nH]c(/N=C(\N)Nc2ccc(F)cc2F)n1
    0.8	6	2	-0.4
CN(C)CC(O)COc1c(Cl)cc(Cl)cc1Cl (stereo unspecified)
    0.0	-6	-6	0.6
CCCCCC1(C(=O)OCC)CC(C)(c2csc(N)n2)OC1=O (stereo unspecified)
    0.1	12	4	1.3
COc1ccc(C2Nc3ccccc3C(=O)N2Cc2ccco2)cc1COc1cccc(C)c1C (stereo unspecified)
    0.0	-7	-4	0.0
Cn1c(=O)n(C)c2cc(/C=C3/SC(=O)N(Cc4ccc(Cl)cc4)C3=O)ccc21
    0.0	-5	-6	1.0
Cc1nccc2[nH]c(=O)c(C(=O)NCCc3ccccc3)cc12
    -0.2	4	9	7.3*
COc1ccc(NS(=O)(=O)c2cc(C)ccc2OC)cc1
    -0.2	-4	2	1.0
CC(NS(=O)(=O)c1ccc(OCC(=O)Nc2ccccc2)c(Cl)c1)c1ccccc1 (stereo unspecified)
    0.2	-20	-3	6.1*
CCOC(=O)C1CCN(Cc2nc3ccccc3c(=O)n2-c2ccc(F)cc2)CC1
    0.0	11	5	0.4
c1ccc(-c2nc3sc(-c4ccccc4)nc3s2)cc1
    1.0	19	23	-0.8

# Next section:
# Every second line gives: FBW7 act	MITF inh	TEAD-YAP block	GPR151 activ
O=C(NCc1ccco1)C1CCCN1C(=O)Nc1ccccc1Cl (stereo unspecified)
    0.2	-4	8	0.6
C#CC(C)(C)NS(=O)(=O)c1cc(-c2nnc(Nc3ccccc3C)c3ccccc23)ccc1C
    0.0	-5	-16	1.5
O=C(Nc1ccc2c(c1)OCCO2)c1oc2ccccc2c1NC(=O)c1c(F)cccc1F
    0.3	-2	-19	-0.7
O=C1C2C(c3ccc(Cl)cc3)OC3(C(=O)c4ccccc4C3=O)C2C(=O)N1c1ccc([N+](=O)[O-])cc1 (stereo unspecified)
    0.1	2	8	0.2
NC(=O)c1nc(-c2ccc(F)cc2)nc2c1[nH]c(=O)n2-c1ccc(Cl)cc1
    0.1	-9	4	-0.3
CCN(CC)C(=O)C1=C(C)NC(=S)NC1c1ccccc1I (stereo unspecified)
    0.1	-5	-9	0.7
C=CCN1C(=O)C(O)=C(C(C)=O)C1c1ccc(Br)cc1 (stereo unspecified)
    -0.1	2	16	-1.1
CC1CCc2c(sc(NC(=O)c3ccccc3CCc3ccccc3)c2C#N)C1 (stereo unspecified)
    0.4	13	0	-0.9
Cc1ccc(S(=O)(=O)N2CCN(Cc3cccs3)CC2)cc1
    0.0	1	-12	-0.9
CC(=O)N1C(=S)NC(=O)/C1=C/c1cc2ccc(C)cc2nc1N1CCOCC1
    0.1	-13	-4	1.4

# Next part:
# Every second line gives: FBW7 act	MITF inh	TEAD-YAP block	GPR151 activ
Clc1ccc(C(c2ccc(Cl)cc2)N2CCN(CCCc3c[nH]c4ccccc34)CC2)cc1
    -0.2	14	7	2.4
Clc1ccc(CNCc2ccc3c(c2)OCO3)cc1
    -0.1	49	4	0.9
CCOC(=O)C1=C(C)NC(=O)NC1c1cc(C)sc1C (stereo unspecified)
    -0.1	-7	11	-0.7
Cc1ccc(NC(=O)N2C(=O)C3(OCCO3)c3cc(C)ccc32)cc1
    0.1	3	-25	2.4
NC(=O)CNC(=O)c1ccc(C#Cc2ccccc2)o1
    0.9	18	-2	-3.5
O=C1CSC(c2cccc([N+](=O)[O-])c2)N1c1cc(Cl)cc(Cl)c1 (stereo unspecified)
    -0.1	1	-16	-0.1
CCOc1cc(Br)cc(/C=C2/NC(=S)NC2=O)c1O
    -0.1	-2	10	0.4
Cc1ccc(-n2c(-c3cccc(C)c3)nc3c(cnn3-c3ccccc3)c2=O)cc1
    -0.1	9	-13	-0.9
CCn1cc(CN2CCN(C)C(CCO)C2)c2ccccc21 (stereo unspecified)
    0.1	7	12	0.5
CC1CCCCN1CCCNC(=O)c1ccc2nc(N3CCCCC3)sc2c1 (stereo unspecified)
    0.6	5	-58	-0.3

# The list continues.
# Every second line gives: FBW7 act	MITF inh	TEAD-YAP block	GPR151 activ
Cc1cc(C)c(C(=O)NCC2CCCO2)c(C)c1 (stereo unspecified)
    -0.1	-11	10	0.1
CN(C)NC(=S)NC(=O)C12CC3CC(CC(C3)C1)C2
    -0.1	8	7	-1.6
O=C(CSc1nnc(CNC(=O)c2ccc(S(=O)(=O)N3CCOCC3)cc2)n1-c1ccc(F)cc1)Nc1nccs1
    0.0	-18	5	-0.2
CC(C)NC(=S)N/N=C/c1cccc(O)c1
    -0.1	-9	-6	1.0
O=C(O)c1ccc(NCC(O)CCl)cc1 (stereo unspecified)
    -0.1	-10	-5	1.7
CCCN(CCC)C(=O)Cn1cc(C=O)c2ccccc21
    -0.2	-4	4	0.3
CN(C)c1ccc(C(=O)Nc2nc3ccc(S(C)(=O)=O)cc3s2)cc1
    0.0	5	6	-0.2
C=CCNC(=S)Nc1nc2ccccc2s1
    -0.4	2	-3	1.7
COCCn1nnnc1CN(Cc1ccc(F)cc1)Cc1cc2ccc(C)cc2[nH]c1=O
    -0.1	25	5	-0.4
COc1cc(/C=C2/C(=N)N3N=C(c4ccc(C)cc4)SC3=NC2=O)cc(OC)c1OC
    0.4	13	-37	-1.5

# A different layout for 2 compounds above.
COCCn1nnnc1CN(Cc1ccc(F)cc1)Cc1cc2ccc(C)cc2[nH]c1=O
- FBW7 act: -0.1
- MITF inh: 25
- TEAD-YAP block: 5
- GPR151 activ: -0.4

CCCN(CCC)C(=O)Cn1cc(C=O)c2ccccc21
- FBW7 act: -0.2
- MITF inh: -4
- TEAD-YAP block: 4
- GPR151 activ: 0.3

# Additional structures.
# Every second line gives: FBW7 act	MITF inh	TEAD-YAP block	GPR151 activ
O=C(NCCN1CCN(C(=O)C2c3ccccc3Oc3ccccc32)CC1)c1ccsc1
    -0.1	7	-4	-0.9
CS(=O)(=O)N(CC(=O)Nc1cccc(F)c1)c1cccc(Cl)c1
    0.1	13	7	4.4
Cc1c(C(=O)NCCN2CCOCC2)sc2ncnc(N3CCN(c4ccccc4F)CC3)c12
    -0.2	3	-7	-1.5
Cc1cc(Nc2ccc3c(c2)OCO3)nc(Nc2ccc(N3CCOCC3)cc2)n1
    -0.3	18	93*	10.0*
O=C(CN1CCCC1)Nc1ccc(OC(F)(F)F)cc1
    -0.1	7	-8	-0.6
O=C(Nc1nnc(S(=O)(=O)N2CCCC2)s1)c1ccccc1Br
    -0.1	-4	-2	1.1
CN1CCN(C(=O)c2cc(-c3ccc(F)cc3)on2)CC1
    0.0	-4	-30	-0.2
CC(=O)NC(CC(=O)OCC(=O)NC(=O)NCCC(C)C)c1ccccc1 (stereo unspecified)
    0.1	14	12	-1.3
COC(=O)C1=C(C(=O)OC)SC(=C2C(=S)C(C)(C)N(C(=O)CCC3CCCCC3)c3cc(C)c(C)cc32)S1
    0.1	12	6	-0.5
COc1cccc(-c2noc(C3CCCN(C(=O)c4c(OC)cccc4OC)C3)n2)c1 (stereo unspecified)
    0.0	10	63*	-0.7

# Next results
# Every second line gives: FBW7 act	MITF inh	TEAD-YAP block	GPR151 activ
CN1C(=Nc2ccccc2)SCC1(O)c1ccc([N+](=O)[O-])cc1 (stereo unspecified)
    -0.1	50	-33	-1.4
COc1ccc(/C=C2\NC(=S)N(C)C2=O)c(OC)c1
    0.1	15	-71	-0.5
CCC(=O)Nc1nnc(SCc2cccc(Cl)c2)s1
    0.1	0	-2	-0.4
COCCn1c(=O)[nH]c2nc(-c3ccc(S(=O)(=O)N4CCCC4)cc3)cnc21
    -0.3	-8	-4	-0.4
CCCCCSc1nnc2c(n1)OC(c1ccco1)N(C(C)=O)c1ccccc1-2 (stereo unspecified)
    -0.1	-6	13	1.8
CCOc1ccccc1N1CCN(C(=O)C2CCN(Cc3ccccc3O)CC2)CC1
    -0.2	62*	9	-1.0
COc1cc(-c2nc3nc[nH]n3c2Nc2ccccc2)ccc1O
    0.0	1	13	-0.7
COc1ccc(CCNC(=O)C(F)(F)F)cc1
    0.0	10	3	0.4
CC(C)=CCOc1cc2oc(=O)ccc2cc1O
    -0.1	18	-2	1.7
NC(=O)C1CCN(C(=O)c2cnn(-c3ccccc3)c2NC(=O)c2ccccc2F)CC1
    0.1	2	15	-2.1

# The listing continues:
# Every second line gives: FBW7 act	MITF inh	TEAD-YAP block	GPR151 activ
CCn1c(C)csc1=Nc1cccc(C(F)(F)F)c1
    -0.1	0	4	-0.4
Cc1ccsc1-c1nc(CSCC(=O)NCc2ccc3c(c2)OCO3)c(C)o1
    -0.1	-12	7	-0.2
Cc1ccccc1NC(=O)Nc1ccnn1C1CCN(Cc2nc(C(C)C)cs2)CC1
    -0.1	8	20	-0.2
CS(=O)(=O)Nc1ccc(C(=O)NCc2ccncc2)cc1
    -0.3	-16	-3	-1.2
CCOC(=O)C1CCCN(Cc2cccc(F)c2)C1 (stereo unspecified)
    0.0	31	6	0.7
CN(Cc1ccccc1)c1nc2c(c(=O)[nH]c(=O)n2C)n1Cc1ccc(F)cc1
    0.4	11	7	-0.5
CC(C)NC(=O)CC1(C(=O)NCc2ccc(Cl)cc2)CCCC1
    0.1	-9	-5	2.5
COCC(=O)NCC1CCC2(CCN(Cc3cc(OC)ccc3OC)CC2)O1 (stereo unspecified)
    0.0	-1	0	1.4
CCOc1ccc(N2C(=O)C3C4c5ccccc5C([N+](=O)[O-])(c5ccccc54)C3C2=O)cc1 (stereo unspecified)
    0.4	10	13	-0.5
O=C1CC2CS(=O)(=O)CC2N1c1cc(Cl)ccc1Cl (stereo unspecified)
    0.1	13	5	-2.1

# Continued.
# Every second line gives: FBW7 act	MITF inh	TEAD-YAP block	GPR151 activ
O=C(Nc1ccc2c(c1)OCO2)c1ccc2nc(NCc3cccnc3)sc2c1
    0.1	-7	-17	-1.0
CN(C)C(=O)Cn1c(SCC(=O)N2CCCc3ccccc32)nc2ccccc21
    0.1	-6	35*	-0.2
COC(=O)C1=C(C)NC(=O)CC1c1ccccc1 (stereo unspecified)
    0.0	9	-1	3.2
CCOC(=O)C1CCN(C(=O)CC2C(=O)NCCN2Cc2ccc(F)cc2)CC1 (stereo unspecified)
    0.0	6	-4	2.5
O=C(N/N=C/CCC/C=N/NC(=O)c1ccc(F)cc1)c1ccc(F)cc1
    0.1	1	-34	0.8
COc1cc(Br)cc2cc(C(=O)Nc3ccc(O)cc3)c(=O)oc12
    -0.1	-17	-1	7.6*
CCOc1ccc2nc(SCC(=O)NC34CC5CC(CC(C5)C3)C4)[nH]c2c1
    -0.2	-7	-1	1.1

# From PubChem BioAssay
